Screening results deposited in PubChem BioAssay by National Center for Advancing Translational Sciences (NCATS).
DRD3 antagonist: qHTS of D3 Dopamine Receptor Antagonist: qHTS; D(3) dopamine receptor (Homo sapiens), P35462; max response, negative = inhibition, %; 360,000 tested, 2.5% active; D3R cells, DiscoveRx beta-arrestin luminescence, antagonist mode; stronger effect = lower value; in the data active means max response below about -50%; inconclusive means no clear call, values can overlap the other calls; further: on the % scale 0 is the no-effect control and ±100 the full control effect; mostly tested at two doses, the higher about 12 µM
Target sequence (P35462 whole entry, looked up): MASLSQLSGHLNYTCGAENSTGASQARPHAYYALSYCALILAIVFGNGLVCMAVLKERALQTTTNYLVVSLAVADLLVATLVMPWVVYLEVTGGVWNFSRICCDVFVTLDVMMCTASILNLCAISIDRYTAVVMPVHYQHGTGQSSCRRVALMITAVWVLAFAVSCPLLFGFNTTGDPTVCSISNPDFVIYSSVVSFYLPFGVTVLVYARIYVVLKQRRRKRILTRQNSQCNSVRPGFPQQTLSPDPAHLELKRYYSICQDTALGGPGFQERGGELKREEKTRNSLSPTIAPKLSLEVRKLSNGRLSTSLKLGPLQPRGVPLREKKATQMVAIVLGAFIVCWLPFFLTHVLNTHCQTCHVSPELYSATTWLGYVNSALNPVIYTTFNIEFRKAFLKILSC
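Cells expressing the human receptor were seeded at 1500 cells/well, incubated overnight at 37 degrees C in 5% CO2, then exposed to library compounds with dopamine controls for 90 minutes at 37 degrees C before luminescent detection.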
IL-1B inflam inh: qHTS for Inhibitors of Inflammasome Signaling: IL-1-beta AlphaLISA Primary Screen. AID 743279, 2014. THP-1 LPS/ATP IL-1B secretion, AlphaLISA, 16 h; stronger effect = lower value. activity change, % at 57.5 µM. 360,000 tested, 4.7% active; in the data active means activity change below about -50%; inconclusive means mostly about -30% to -49%; further: on the % scale 0 is the no-effect control and ±100 the full control effect
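THP-1 cells pretreated 1 hr with compounds (up to 57.5 uM final), then stimulated with LPS (250 ng/mL final) plus ATP (1.25 mM final); secreted IL-1B measured by AlphaLISA after 16 hr, decreased signal indicating inhibition.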
KB-V1 cytotox: qHTS assay for MDR1-selective chemotherapeutics: Primary screen using the drug-selected MDR subline cells KB-V1. 400,000 tested, 3.4% active. Potency, µM (top dose mostly 46.1 µM), inactives show at the top dose activity change, negative = cytotoxicity, actives largely listed as cytotoxic. KB-V1 MDR cells viability, CellTiter-Glo, 72 h. AID 1347076, 2019; further: potency means the concentration at half of the fitted maximal effect; on the % scale 0 is the no-effect control and ±100 the full control effect; nearly all actives have a fitted effect of over 60% in size
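Potencies derive from concentration-effect curves fitted to normalized luminescence (CellTiter-Glo) of KB-V1 cells treated for 72 h at 37 degrees C in phenol-red-free DMEM containing 10% FBS.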
SW480 rereplic: A quantitative high throughput screen for small molecules that induce DNA re-replication in SW480 colon adenocarcinoma cells; AID 624297, 2012; Potency, µM (doses to about 46.1 µM), inactives show at the top dose re-replication activation, most hits filed as activators; 340,000 tested, 1.8% active; SW480 DNA re-replication, Hoechst DNA content imaging, 48 h; further: potency means the concentration at half of the fitted maximal effect; % of control where 0% means no effect; nearly all actives have a fitted effect of over 55% in size
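Readout is total intensity of Hoechst-stained nuclei, excited at 405 nm and collected at 500-530 nm. Compound treatment lasted 48 hr at 37 C in 5% CO2 before staining.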
D3 ag: qHTS of D3 Dopamine Receptor Agonist: qHTS; D3R DiscoveRx beta-arrestin cells, luminescence, 90 min; 410,000 tested, 0.58% active; max activation, %; in the data active means max activation above about 30%; further: 0% is about no effect; mostly tested at two doses, the higher about 12 µM
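Cells at 1500/well, incubated overnight, then treated with pinned compounds (dopamine as control) for 90 min at 37 degrees C. DiscoveRx reagent added for 30 - 60 minutes at room temperature; luminescence read.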
GLP1R ag: qHTS of GLP-1 Receptor Agonists | HEK293 GLP-1R CRE-luciferase, luminescence, 4-6 h; cells express a hypersensitive GLP-1R form | 380,000 tested, 0.007% active | Glucagon-like peptide 1 receptor (Homo sapiens), P43220 | Potency, µM (doses to about 45.6 µM), for the others: at the highest dose activation, usual class: activators; further: potency means the concentration at half of the fitted maximal effect; % of control where 0% means no effect
Target sequence (P43220 whole entry, looked up): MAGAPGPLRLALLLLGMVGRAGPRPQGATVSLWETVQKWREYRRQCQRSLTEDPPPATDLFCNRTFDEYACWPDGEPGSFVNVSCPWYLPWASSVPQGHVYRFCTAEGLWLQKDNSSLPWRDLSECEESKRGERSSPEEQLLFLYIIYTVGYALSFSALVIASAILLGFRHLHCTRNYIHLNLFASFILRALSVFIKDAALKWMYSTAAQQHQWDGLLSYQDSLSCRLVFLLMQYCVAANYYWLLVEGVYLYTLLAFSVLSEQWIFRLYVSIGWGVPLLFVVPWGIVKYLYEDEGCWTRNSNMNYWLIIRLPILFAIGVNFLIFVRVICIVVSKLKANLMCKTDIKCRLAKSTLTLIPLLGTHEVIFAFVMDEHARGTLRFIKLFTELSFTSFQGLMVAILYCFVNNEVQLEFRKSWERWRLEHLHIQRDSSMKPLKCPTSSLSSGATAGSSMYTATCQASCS
HT1080 IDH1KD tx: qHTS for induction of synthetic lethality in tumor cells producing 2HG: qHTS for the HT-1080-IDH1KD cell line. HT-1080 IDH1 knockdown viability, ATP luminescence, 48 h. Potency, µM (doses to about 46.1 µM), for the others: at the top dose activity, negative = toxicity, usual class: cytotoxic. 360,000 tested, 2% active;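 further: potency means the concentration at half of the fitted maximal effect; 0% = DMSO wells and -100% = cell-free medium wells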
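HT-1080-IDH1KD cells (IDH1 knocked down), 750/well in RPMI with 5% FBS, treated with compound 48 h at 37 degrees C. Viability by CellTiter-Glo luminescence, normalised to DMSO and no-cell wells; concentration-response curves classed.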
KB-3-1 tox: qHTS assay for MDR1-selective chemotherapeutics: Primary screen using the parental adenocarcinoma cell KB-3-1. KB-3-1 viability, CellTiter-Glo ATP luminescence, 72 h. Potency, µM (highest dose often 46.1 µM), for inactives: top-dose activity change, negative = cytotoxic, most hits filed as cytotoxic. 400,000 tested, 1.4% active. AID 1347075, 2019; further: potency means the concentration at half of the fitted maximal effect; on the % scale 0 is the no-effect control and ±100 the full control effect; nearly all actives have a fitted effect of over 60% in size
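Parental KB-3-1 viability, qHTS format: 72 h compound exposure, 37 °C; CellTiter-Glo; media-only wells and DMSO plates as controls; concentration-effect fits on corrected data.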
HT1080-NT tox: qHTS for induction of synthetic lethality in tumor cells producing 2HG: qHTS for the HT-1080-NT fibrosarcoma cell line; HT-1080-NT fibrosarcoma viability, CellTiter-Glo ATP luminescence, 48 h; Potency, µM (titrated, usually from 46.1 µM), for the others: at the highest dose activity, negative = less viability, usual class: cytotoxic; 360,000 tested, 1.6% active; AID 686970, 2013;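 further: NT is the 2HG producing partner of a matched IDH1 knockdown line; potency means the concentration at half of the fitted maximal effect; 0% = DMSO-treated cells and -100% = media-only wells without cells; nearly all actives have a fitted effect of over 55% in size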
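Compounds were tested in concentration-response format on HT-1080-NT cells for 48 hours at 37 degrees C. Cell viability came from CellTiter-Glo luminescence; curves were classified by r2, response magnitude and activity.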
The depositor's hits bear a star; ? = inconclusive; · = no result given; & = joins results of further samples; [ ] = remark or other dose. Unless noted, the call rests on the fitted dose curve; in most records, active means well fitted curve in the direction sought with a large enough effect; inconclusive means small, poorly fitted or top-dose-only effect, or another doubt; inactive means no such curve, though single readings can be large; an effect the other way counts as inactive or inconclusive.

SMILES	DRD3 antagonist	IL-1B inflam inh	KB-V1 cytotox	SW480 rereplic	D3 ag	GLP1R ag	HT1080 IDH1KD tx	KB-3-1 tox	HT1080-NT tox
CC(C(=O)OCC(=O)Nc1cccc(S(=O)(=O)N(C)C)c1)N1C(=O)c2ccccc2C1=O (stereo not drawn)	16	12	29%	-5%	17	-2%	10%	-4%	19%
CN(CC(=O)Nc1cccc(F)c1)CC(=O)N(C)CC(=O)Nc1ccccc1Br	16	0	2%	1%	2	1%	5%	0%	4%
CCN(CC)c1ccc(/C=N/NC(=O)c2c(-c3ccccc3)noc2C)cc1	-3	29	-8%	11%	7	16%	-4%	-4%	-22%
COc1cccc2c(=O)cn[nH]c12	1	0	-5%	-3%	-2	1%	18%	3%	24%
O=C1N=C(N2CCOCC2)SC1=C1CCCCC1	-9	10	-7%	-4%	1	-8%	3%	-3%	?
CS(=O)(=O)c1ccc(N2CCOCC2)c(S(C)(=O)=O)c1	-27	17	?	-3%	8	-16%	5%	5%	14%
CCOC(=O)c1csc(NC(=O)CSc2nnnn2-c2ccc(OC)c(OC)c2)n1	0	29	8%	-6%	-2	2%	-2%	7%	5%
COc1ccc(C2=NOC3(CC(=O)N(c4ccc5ccccc5c4)C3=O)C2)c(OC)c1 (stereo not drawn)	7	19	28%	-5%	5	-13%	-8%	1%	11%
Cc1cccc(C(=O)N(Cc2ccco2)c2c(N)n(Cc3ccccc3)c(=O)[nH]c2=O)c1	30	2	-22%	-5%	3	-22%	9%	0%	1%
Cc1ccc(OCCn2c(=S)[nH]c3ccccc32)c(C(C)C)c1	3	30	0%	4%	1	7%	?	15µM*	-27%
CCCS(=O)(=O)c1nc(S(=O)(=O)c2ccc(C)cc2)c(NCc2ccccn2)s1	14	-16	-8%	19%	-5	7%	-10%	-10%	-1%
Cc1ccc(N(CC(O)CN(C)C)S(=O)(=O)c2ccccc2)cc1 (stereo not drawn)	0	-2	18%	5%	-1	-4%	15%	-3%	14%
CCOC(=O)c1c(NC(=O)CN2CCN(S(=O)(=O)c3cc(Cl)ccc3Cl)CC2)sc(C(=O)N(C)C)c1C	-9	-21	0%	-52%[inhibitor]	3	17%	?	?	-20%
CN(C)c1ccc(S(=O)(=O)N2CCCCC2)cc1NC(=O)C1=COCCO1	11	-1	-7%	0%	5	14%	-1%	-3%	0%
c1ccc(-n2c(-c3ccco3)nnc2N2CCOCC2)cc1	22	-14	-12%	15%	4	-5%	13%	10%	7%
CCOC(=O)CSc1nc(=O)n2cccc(C)c2n1	-7	-97*	2%	-4%	-1	4%	-4%	?	5%
CC1(C)C(CC2OCC(CN3CCCCC3)O2)[C@H]2CC[C@@H]1C2 (stereo partly drawn)	-18	14	0%	-3%	-18	-3%	4%	0%	1%
CN(C1(C)CCS(=O)(=O)C1)S(=O)(=O)c1ccc(F)cc1 (stereo not drawn)	-1	14	?	-7%	-1	1%	-1%	12%	2%
Cc1cc(C)c2nc(C(F)(F)F)nc(N3CCN(C(=O)c4ccco4)CC3)c2c1	21	?	12µM*	-5%	0	-9%	0%	-4%	-10%
COc1ccc(C(=O)NCCCN2CCOCC2)cc1Br	-3	-11	-1%	5%	1	2%	-4%	14%	-7%
Cc1ccc(S(=O)(=O)N(CC(=O)N2CCOCC2)C2CCCCC2)cc1	3	-16	0%	1%	-3	1%	3%	2%	2%
O=C(N/N=C/c1cccc(F)c1)c1ccc(Cl)cc1	-10	0	-5%	4%	-24	2%	-8%	19%	-2%
O=C(CCN1C(=O)C2CCCCC2C1=O)Nc1cc(F)ccc1F (stereo not drawn)	3	-9	?	3%	-4	3%	-6%	-3%	2%
COc1cccc(NC(=O)Cn2c(=O)n(Cc3ccccc3)c(=O)c3c2c2cc(C)ccc2n3C)c1	·	·	0%	·	2	-1%	·	10%	·
CC(C)C(NC(=O)c1ccccc1F)C(=O)NCc1ccc(F)cc1 (stereo not drawn)	6	11	-16%	-45%[inhibitor]	5	13%	6%	1%	-2%
Clc1cccc(CN2CCCCCCC2)c1Cl	9	-2	5%	-7%	-4	0%	11%	8%	6%
CCOc1ccc(CCN2C(=S)N([C@@H](Cc3ccc(O)cc3)CN3CCC[C@@H]3CN3C(=S)NC[C@@H]3CC(C)C)C[C@@H]2CC(C)C)cc1	?	-59*	?	·	-9	-2%	-23%	?	-17%
Cc1ccc(C)c(OC2=NS(=O)(=O)c3ccccc32)c1	1	3	-5%	-4%	0	-2%	9%	2%	14%
O=C(C1CC(=O)N(C2CCCC2)C1)N1CCN(c2ccc(F)cc2)CC1 (stereo not drawn)	-15	14	?	-11%	2	4%	6%	2%	0%
CCOC(=O)[C@@H](C)NS(=O)(=O)N(Cc1ccccc1)[C@H](C(=O)OC)C(C)C	11	2	?	?	7	-4%	5%	13%&3%	11%
Cc1ccc(-c2nnn(CC(=O)N(c3ccccc3F)C(C(=O)NC3CCCC3)c3ccncc3)n2)o1 (stereo not drawn)	?	26	21%	25%	-13	8%	-5%	-20%	?
Cc1ccc(-c2nc3ccccc3o2)cc1NC(=S)NC(=O)/C=C/c1ccco1	11	-2	?	8.2µM*	3	-32%	?	13µM*	?
Cc1cc(NC(=O)CSc2nc3c(cc2C#N)CCCC3)no1	1	-1	?	21%	-8	4%	-19%	-9%	-16%
COc1ccc(C(CNC(=O)COc2cc(C)ccc2Cl)N2CCCCC2)cc1 (stereo not drawn)	-59*	41	-11%	?	-28	6%	-7%	-3%	-9%
COc1ccccc1OCc1ccc(C(=O)c2ccccc2)cc1	3	?	-23%	6%	1	15%	-1%	-15%	-17%
Fc1ccc(NC(=S)N2CCc3ccccc3C2)c(F)c1	-1	47	4%	-8%	-10	14%	-13%	-4%	6%
CN(CC(=O)N1CCN(c2cccc(Cl)c2)CC1)S(=O)(=O)c1cccs1	3	?	0%	?	1	-1%	3%[9.24 µM]	1%	-26%
Cc1ccc(C)c(NC(=O)CCc2nnc3ccc(N4CCCC4)nn23)c1	12	0	11%	?	-3	1%	3%	-6%	5%
Cc1cc(NC(=O)C(C)SCC(=O)Nc2ccc(Br)cc2Br)no1 (stereo not drawn)	3	-5	0%	2%	-1	9%	4%	-3%	4%
O=S(=O)(NC1CCCCC1Nc1ccc(Cl)cc1)c1ccccc1 (stereo not drawn)	-9	-2	?	0%	3	-2%	-9%	?	-17%
COCCNC(=O)c1ccc(-c2nc(CN3CCc4ccccc43)c(C)o2)cc1	·	·	10µM*	·	-2	-8%	·	?	·
COCc1[nH]nc2c1C1(CCC3(CC1)OCCO3)C(C#N)=C(N)O2	24	-14	5%	-8%	1	-10%	21%	15%	20%
CSc1nc(-c2ccc(Cl)cc2)nn1S(=O)(=O)c1ccc(Cl)cc1	0	10	25%	0%	2	17%	10%	6%	6%
Cc1ccc(NC(=O)COC(=O)CCc2nc3ccccc3c(=O)[nH]2)cc1Cl	2	9	5%	1%	4	0%	1%	3%	-2%
COc1ccccc1NS(=O)(=O)c1cccc(NC(=O)c2ccc3ccccc3n2)c1	18	14	2.6µM*	-60%[inhibitor]	-1	-17%	2%	?	0%
CCN(CC)S(=O)(=O)c1cc(NC(=O)Cn2ncc(Cl)c(Cl)c2=O)ccc1C	?	-59*	1%	?	-3	-6%	7.3µM*	?	10µM*
CCN(CC)C(=O)CC(c1ccc(OC)cc1)c1c(O)cc(OC)cc1OC (stereo not drawn)	0	-4	2%	-7%	-5	2%	6%	1%	10%
c1csc(CN2CCOCC2)c1	?	-11	26%	?	-1	5%	3%	-4%	-2%
O=C(Nc1ncc2c(n1)-c1ccccc1OC2)c1ccc(Cl)cc1	-6	8	-1%	-4%	-1	-11%	4%	20%	7%
O=C1CN(C(=O)CN2C(=O)NC(c3ccccc3)(c3ccccc3)C2=O)c2ccccc2N1	11	-19	0%	-29%	-1	-4%	-3%	-14%	0%
CSc1ccc(CNC(=O)c2c(C)noc2C)s1	1	29	12%	-13%	7	4%	1%	-3%	4%
O=C1C=C(O)CC(c2ccc(Cl)cc2)C1 (stereo not drawn)	9	17	24%	1%[9.22 µM]	0	-6%	20%	4%	7%
COC(=O)c1ccc(Nc2nc(-c3ccc(C)cc3)nc3ccccc23)cc1	·	·	?	·	-6	1%	·	-7%	·
CCOC(=O)C1=C(CS(=O)(=O)c2ccc(C)cc2)NC(=O)NC1c1ccc(C(C)C)cc1 (stereo not drawn)	·	·	?	·	-16	-1%	·	?	·
Cc1ccccc1CNc1ncnc2cc(Cl)ccc12	5	53	-10%	-2%	9	5%	?	0%	?
O=C(c1ccccc1)C1CCN(C(=O)c2ccco2)CC1	-3	?	4%	-7%	3	3%	5%	-2%	-2%

A draw from above in order of heavy-atom count, high to low.
SMILES	DRD3 antagonist	IL-1B inflam inh	KB-V1 cytotox	SW480 rereplic	D3 ag	GLP1R ag	HT1080 IDH1KD tx	KB-3-1 tox	HT1080-NT tox
COCCNC(=O)c1ccc(-c2nc(CN3CCc4ccccc43)c(C)o2)cc1	·	·	10µM*	·	-2	-8%	·	?	·
Cc1ccccc1CNc1ncnc2cc(Cl)ccc12	5	53	-10%	-2%	9	5%	?	0%	?
c1csc(CN2CCOCC2)c1	?	-11	26%	?	-1	5%	3%	-4%	-2%
